High-throughput results: PubChem, National Center for Advancing Translational Sciences (NCATS)
HCV inh: inhibitors of hepatitis C virus infection; Potency, µM (series often up to 41.8 µM), for the others: at the top dose activity change, negative = inhibition, hits mostly inhibitors; Huh7.5.1 HCVcc-Cre infection, luciferase reporter, 44 h; actives 3.4% (n = 340,000); AID 651820; note: potency is the fitted concentration of half-maximal effect
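A cell-based infection assay in which seeded cells (1,000 per well) receive test compound after 4 h, are inoculated with HCVcc-Cre at approximately 0.5 moi, and are incubated 44 h before luminescence detection.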
AMA1 RON2 block: AMA1-RON2 (P. falciparum) interaction inhibition; AlphaScreen AMA1-biotinylated RON2 peptide binding; Potency, µM (series often up to 58.2 µM), for inactives: at the highest dose activity change, negative = inhibition, most hits filed as inhibitors; actives 0.2% (n = 360,000); AID 720542;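 note: potency is the fitted concentration of half-maximal effect; 0% = vehicle wells and -100% = peptide control; nearly all actives have a fitted effect of over 45% in size; some results filed as inactive show a strong effect at the top dose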
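AMA1 (3D7) with his tag at 25 nM final met compounds first, then biotinylated RON2 peptide at 25 nM; detection used donor plus acceptor beads, 10 µg/mL apiece, read by AlphaScreen after 30 min at room temperature.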
FBPA Giardia inh: Giardia lamblia aldolase inhibition. AID 2451. Potency, µM (series often up to 59.6 µM), without a hit: at the top dose activity, negative = inhibition, hits mostly inhibitors. purified Giardia FBPA. A8B2U2. actives 0.71% (n = 290,000); note: potency is the fitted concentration of half-maximal effect; nearly all actives have a fitted effect of over 55% in size
Target sequence (A8B2U2 whole entry, looked up): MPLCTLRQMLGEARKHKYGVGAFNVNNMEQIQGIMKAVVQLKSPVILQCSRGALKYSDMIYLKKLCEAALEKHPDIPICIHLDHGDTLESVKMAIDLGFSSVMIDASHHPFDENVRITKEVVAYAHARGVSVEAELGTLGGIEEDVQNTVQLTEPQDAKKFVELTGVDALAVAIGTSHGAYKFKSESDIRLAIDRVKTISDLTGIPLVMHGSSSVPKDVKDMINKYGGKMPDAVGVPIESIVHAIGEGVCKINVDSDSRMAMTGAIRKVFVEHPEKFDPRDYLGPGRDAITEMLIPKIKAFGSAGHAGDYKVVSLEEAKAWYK
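Giardia FBPA (40 nM reagent) was preincubated 10 min at RT with compound (up to 57.5 uM final), then substrate plus GAPDH/TPI/NAD/arsenate coupling system with diaphorase/resazurin was added; resorufin fluorescence (525/598 nm) was read after 20 min.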
Sm TGR inh: blocks Schistosoma mansoni thioredoxin glutathione reductase | actives 3% (n = 360,000) | Potency, µM (doses to about 114 µM), for the others: at the highest dose activity change, negative = inhibition, actives largely listed as inhibitors | Q962Y6 | AID 485364 | purified TGR, DTNB reduction, TNB absorbance 405 nm; note: potency is the fitted concentration of half-maximal effect; nearly all actives have a fitted effect of over 60% in size
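First, TGR (20 nM dispensed) and NADPH were mixed with compound. Second, a 15 min room-temperature incubation followed. Third, further NADPH and then DTNB were added to start the reaction. Finally, TNB absorbance was monitored kinetically.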
HCMV inh: inhibitors of human cytomegalovirus; HFF cells, HCMV-luciferase reporter, 72 h; stronger effect = lower value; activity change, negative = inhibition, % at 57.5 µM; actives 4.5% (n = 410,000); AID 1259415; in the data active = activity change below about -60%; inconclusive = no clear call, values can overlap the other calls; inactive = above about -39%
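Compounds were evaluated in HFFs infected with an HCMV luciferase reporter virus (MOI 1 PFU/cell). Luciferase in lysates collected 72 h post infection served as the replication measure.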
AmpC inh detg: AmpC beta-lactamase inhibition with detergent present; Potency, µM (titrated, usually from 114 µM), for inactives: at the highest dose activity change, negative = inhibition, hits mostly inhibitors; actives 0.041% (n = 370,000); P00811; AmpC hydrolysis of nitrocefin, absorbance 480 nm, 0.01% Triton;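 note: potency is the fitted concentration of half-maximal effect; 0% = no-compound wells and -100% = no-enzyme wells; nearly all actives have a fitted effect of over 25% in size; some results filed as inactive show a strong effect at the top dose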
Target sequence (P00811 whole entry, looked up): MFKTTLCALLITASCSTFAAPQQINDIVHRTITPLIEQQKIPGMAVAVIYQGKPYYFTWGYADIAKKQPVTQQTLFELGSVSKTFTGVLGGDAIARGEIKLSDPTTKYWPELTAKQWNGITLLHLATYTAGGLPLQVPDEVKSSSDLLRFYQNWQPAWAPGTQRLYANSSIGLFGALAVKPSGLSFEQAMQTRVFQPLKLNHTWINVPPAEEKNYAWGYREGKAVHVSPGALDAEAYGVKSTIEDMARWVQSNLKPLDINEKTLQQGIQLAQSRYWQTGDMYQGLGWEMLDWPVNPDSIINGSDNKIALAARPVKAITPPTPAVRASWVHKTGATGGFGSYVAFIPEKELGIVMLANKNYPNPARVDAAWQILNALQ
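20 mM phosphate pH 7.0 + 0.01% (detergent screen) or 0.0001% Triton X-100; 5.3 nM AmpC reagent; cpd preinc 15 min RT; nitrocefin (800 uM stock) to start; A480 q20 s × 4 min; Activity was normalised to no-enzyme and no-compound control wells.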
The depositor's hits bear a star; ? = inconclusive; . = no result given; + = active, no number; & = joins results of further samples; [ ] = dose if it differs, or a comment. Unless noted, calls come from the whole dose curve; as a rule, active = well fitted curve in the direction sought with a large enough effect; inconclusive = small, poorly fitted or top-dose-only effect, or another doubt; inactive = no such curve, though single readings can be large; an effect the other way counts as inactive or inconclusive. Unless noted, % is set by controls: 0 for no effect and ±100 for the full control effect.

Second line of a record – Sm TGR inh	AMA1 RON2 block	AmpC inh detg	FBPA Giardia inh	HCMV inh	HCV inh
Cc1cc(C)n(-c2nc3ccccc3c(=O)n2OCC(=O)OCc2ccccc2)n1
    -9%	2%	-14%	3%	?	?
CC(C)(C)NC(=O)c1ccc2c(c1)N(CC(=O)N1CCCC1)C(=O)C(C)(C)O2
    0%	10%	-11%	2%	22	11%
O=C(NC1CC2CCCC(C1)N2Cc1ccc(F)cc1)c1ccc(F)cc1 (stereo not given)
    0%	32%[activator]	-16%	-10%	-17	6%
CC(NC(=O)c1ccc(OC2CCN(C(=O)c3cccnc3)CC2)cc1)C1CC1 (stereo not given)
    9%	-1%	6%	4%	18	8%
COc1cccc(-c2nn3c(=O)cc(CN4CCN(C(=O)COc5ccccc5C)CC4)nc3s2)c1
    -1%	.	-3%	.	13	.
Cc1ccc(CNC(=O)C2CCN(S(=O)(=O)c3c(C)noc3/C=C/c3ccco3)CC2)cc1
    40µM*	-6%	-7%	-5%	-7	-18%
Cc1ccc(CN2C(=O)C[C@@H](NC(=O)OCC3c4ccccc4-c4ccccc43)C/C=C\C2c2ccc(C)cc2)cc1 (stereo not given in full)
    .	0%	.	.	20	?
Cc1nonc1OCCNc1ccc([N+](=O)[O-])c2cccnc12
    -8%	-5%[11.6 µM]	-1%	-22%	40	?
CCCOc1ccc(C(=O)Nc2ccc(NC(=O)c3ccccc3)c(C)c2)cc1
    -11%	.	-2%	.	-24	.
Cc1ccc(CC(=O)N2CCN(C(=O)c3ccco3)CC2)cc1
    -21%	-2%	?	3%	-30	4%
CC(C)(C)c1ccc(S(=O)(=O)N2CCNC(=O)C2)cc1
    .	-26%	.	.	-18	16%
O=c1[nH]ncc(N2CCCC2)c1Cl
    13%	?	-4%	1%	-26	24%
Cc1cc(C)n(CC(=O)N/N=C/c2ccccn2)n1
    -7%	106%[activator]	-5%	-2%	17	20%
Cc1c(NC(=O)CCC(=O)N2CCCCC2)c(=O)n(-c2ccccc2)n1C
    0%	0%	?	-1%	-8	-3%
O=C(COC(=O)CCc1nc2ccccc2c(=O)[nH]1)Nc1ccccc1Cl
    -13%	0%	-17%	-17%	-6	22%
Nc1nccc(NCCSCc2ccccc2)n1
    .	-7%	.	.	-26	?
O=C(N/N=C/C1=C(N2CCOCC2)C(=C\c2ccccc2)/CC1)Nc1ccccc1
    -6%	?	1%	5%	-71*	?
Cc1cc(C)c(C)c(S(=O)(=O)NCC(=O)NCc2ccco2)c1C
    -13%	26%	-6%	5%	-23	3%
Cn1c2ccccc2c2nnc(SCc3nnc(-c4ccccc4)o3)nc21
    -1%[57.1 µM]	.	-7%	-3%	.	.
CC1=C(c2ccc(C)c(C)c2)S(=O)(=O)N(Cc2ccc(C(=O)NCc3ccc(C)cc3)cc2)C1=O
    -1%	.	-5%	.	3	.
Cn1c(=O)c(=O)n(C)c2cc(N3CCCCC3)c(NS(=O)(=O)c3ccc([N+](=O)[O-])cc3)cc21
    ?	-9%	1%	.	+	2%
O=C(O)[C@@H]1[C@@H]2C[C@@H]2CN1c1ncccc1[N+](=O)[O-]
    0%	7%	1%	?	-29	13%
CC(=O)Nc1ccc(NC(=O)C(C)Sc2n[nH]c(-c3ccc(C)cc3)n2)cc1 (stereo not given)
    3%	13%	0%	.	57	-8%
Cc1cccc(CCNC(=O)c2c[nH]c3ccc(S(=O)(=O)Nc4ccccc4F)cc3c2=O)c1
    22%	.	-7%	.	35	.
O=C(NCCCn1ccnc1)c1cn(Cc2ccc(F)cc2)nn1
    5%	15%	?	-7%	-6	2%
O=C(OCCNC(=O)c1ccc2ccccc2n1)c1cccnc1
    3%	0%	-1%	2%	-25	21%
O=C1CC(Sc2ccc(Cl)cc2)C(=O)N1Cc1ccncc1 (stereo not given)
    7.1µM*	9%	-3%	1%	6	10%
CCOCCn1ccc2c(OCC(=O)Nc3cccc(F)c3)cccc2c1=O
    5%	.	-7%	.	12	.
CCN(CC)S(=O)(=O)c1cccc(C(=O)Nc2cccnc2)c1
    1%	0%	?	?	-19	13%
CCOc1ccc(CCNC(=O)CCC(=O)c2cccs2)cc1OCC
    .	4%	.	.	51	-11%

For reference, 3 of the compounds above.
Second line of a record – Sm TGR inh	AMA1 RON2 block	AmpC inh detg	FBPA Giardia inh	HCMV inh	HCV inh
CCOCCn1ccc2c(OCC(=O)Nc3cccc(F)c3)cccc2c1=O
    5%	.	-7%	.	12	.
CCN(CC)S(=O)(=O)c1cccc(C(=O)Nc2cccnc2)c1
    1%	0%	?	?	-19	13%
CCOc1ccc(CCNC(=O)CCC(=O)c2cccs2)cc1OCC
    .	4%	.	.	51	-11%

New compounds follow:
Second line of a record – Sm TGR inh	AMA1 RON2 block	AmpC inh detg	FBPA Giardia inh	HCMV inh	HCV inh
Cc1[nH]c(=S)c(C#N)c(-c2ccco2)c1C(=O)N(C)C
    -21%	97%[activator]	5%	20µM*	-30	10%
COc1ccccc1-c1nnc(SCC(=O)NC2CCCCC2)o1
    -12%	15%	-13%	-3%	30	16%
COc1cccc(NC(=O)CN(C)CC(=O)c2c(N)n(Cc3ccccc3)c(=O)n(C)c2=O)c1
    -4%	-7%	-5%	.	-15	7%
Cn1cnnc1SCC(=O)Nc1cccc(C(=O)O)c1
    0%	4%	-11%	0%	28	12%
CN1CCN(C(=S)c2ccc(Cl)cc2)CC1
    0%	13%	4%	2%	-31	3%
CCOc1ccc(S(=O)(=O)N2CCCC(C(=O)NC3CCCC3)C2)cc1 (stereo not given)
    3%	-1%	2%	0%	3	-7%
NC(=O)NCCC1=CCCCC1
    -22%	9%	-1%	6%	29	16%
CS(=O)(=O)c1ccc2nc(NC(=O)c3cccc([N+](=O)[O-])c3)sc2c1
    -6%	-1%	?	-27%	18	-11%
Cc1cc(NC(=O)Nc2ccc(C)c(C)c2)no1
    21%	-6%	7%	-6%	?	-22%
CCOC(=O)c1ccc(OCC2c3cc(OC)c(OC)cc3CCN2C(=O)Cc2ccc(F)cc2)cc1 (stereo not given)
    8%	.	-3%	.	-3	.
Cc1ccc2nc(C)c(Cl)c(=O)n2c1
    2%	9%	-9%	0%	1	12%
O=C(O)CCCNc1ccc(S(=O)(=O)Nc2ccccc2C(=O)O)cc1C(=O)O
    11%	1%	?	8%	-7	-5%
Cc1sc2ncnc(OCC(=O)N3CCN(C(=O)c4ccco4)CC3)c2c1C
    ?	1%	7%	11%	-16	-11%
Cc1cc(Nc2ccc(Cl)cc2)n(-c2ccccc2)n1
    -7%	2%	13%	0%	-23	?
COc1ccc(OC)c(CCNC(=O)c2nc(-c3ccc(Cl)cc3)n3c2CCCCC3)c1
    1%	.	12%	.	1	.
CC(c1nc2ccccc2n1Cc1ccccc1)N1CCCCC1 (stereo not given)
    -5%	10%	-14%	6%	-67*	10%
Clc1ccc(OCCOCCNCc2ccccc2)cc1Cl
    -24%	-3%	-9%	-24%	49	4%
COc1cccc(C(=O)N(CN2CCCC2=O)c2cccc(Cl)c2)c1OC
    -20%	-7%	-8%	5%	45	-2%
COc1ccccc1NC(=O)CCSc1nnc(-c2ccco2)o1
    -6%[57.1 µM]	4%	-1%	0%	-22	-4%
Nc1nc(SCc2ccc(Cl)cc2Cl)n[nH]1
    -21%	0%	-3%	-2%	22	6%
CCN(CC)CCNC(=O)c1sc2nc3n(c(=O)c2c1C)CCCCC3
    -17%	.	-2%	.	-9	.
Cc1nnc(C)c2c(C)n(-c3ccccc3N)c(C)c12
    -20%	-6%	-1%	?	-29	-10%
CCc1ccc(-c2nc(CS(=O)CC(=O)NCCN3CCCCCC3)c(C)o2)cc1 (stereo not given)
    ?	4%	6%	-19%	?	?
Cc1ccc(N2CCN(C(=O)c3c(C)oc4ncn(C)c(=O)c34)CC2)c(C)c1
    5%	.	16%	.	-6	.
O=C(NCc1ccco1)C1CCCN(S(=O)(=O)c2cccc3nonc23)C1 (stereo not given)
    22µM*	-15%	7%	7%	60	?
O=C(CSc1nc2ccc([N+](=O)[O-])cc2[nH]1)c1ccc(Cl)cc1
    -7%	21%	-16%	-1%	9	?
CC(=O)Nn1cnc2c(c1=O)C1(CCCCC1)Cc1ccccc1-2
    -8%	4%	3%	-3%	-29	?
COc1cc(/C=N/NC(=O)c2csc3c2CCCC3)ccc1OCCN1CCOCC1
    0%	-4%	4%	.	-17	?
CCC(=O)NCc1nc2ccccc2n1Cc1ccccc1F
    -11%	5%	1%	0%	-99*	-5%
CN(C)/C=C/C(=O)c1nn(-c2ccc(F)cc2)ccc1=O
    4%	-1%	10%	9%	?	9%
CC1=C(C(=O)NCc2ccccc2Cl)C2(CCCCCC2)OC1=O
    8%	.	-1%	.	0	.
CC(=O)c1c(COC(=O)c2ccc(F)cc2)nc2ccccc2[n+]1[O-]
    -31%	-2%	10%	5%	10	-26%
Cc1ccc(NC(=O)CN2C(=O)c3ccccc3Sc3ncccc32)c(C)c1
    -1%	.	17%	.	-5	.
CCN(CC)C(=S)SCC(=O)Nc1ccc(S(N)(=O)=O)cc1
    -1%	59%[activator]	?	0%	-37	0%
O=C(N/C(=C/c1ccc(F)cc1)C(=O)N1CCCCC1)c1ccco1
    -19%	-10%	-1%	.	26	5%
O=C(NCc1cccnc1)C1CC(c2ccc(Cl)c(Cl)c2)=NO1 (stereo not given)
    3%	6%	?	3%	9	-13%
CC(=O)Oc1ccc(N2C(=O)C3C4C=CC(CO)(O4)C3C2=O)cc1 (stereo not given)
    0.89µM*	-1%	?	3%	4	17%
Oc1c(C=Nc2cccnc2)sc2ccccc12
    -9%	2%	-2%	-14%	33	2%
COc1ccc(CCC(=O)NCc2nc3cccnc3n2Cc2ccc(C)cc2)cc1
    -1%	.	6%	.	34	.
Cc1ccccc1CNC(=O)CCC(=O)N1CC2CCCN2c2ccccc21 (stereo not given)
    -10%	.	?	.	4	.
COC(=O)N/N=C/c1cccc(OCCSc2ccc(Cl)cc2)c1
    -15%	9%	-2%	-11%	-24	?
Cc1cc(C)cc(N(CC(=O)N2CCCC2)S(C)(=O)=O)c1
    -6%	12%	?	6%	16	18%
C#CCNC(=O)C1=C[C@@H](c2cn(C(C)=O)c3ccccc23)C[C@@H](OCCCCO)O1
    40µM*	11%	5%	-18%	-30	-7%[8.37 µM]
CCOc1ccc(N(CC(=O)Nc2cc(C)ccc2C)S(=O)(=O)c2c(C)[nH]c(=O)[nH]c2=O)cc1
    4%&7%	2%	8%&7%	7%	7&0	28%
CCn1c(C)nc2cc(NC(=O)Nc3cccc(C(C)=O)c3)ccc21
    -1%	3%	1%	-1%	-67*	-23%
O=C(CCc1ccccc1)Oc1ccccc1[N+](=O)[O-]
    .	0%	.	.	73	12%
O=C(Nc1cccc2cccnc12)c1ccccc1[N+](=O)[O-]
    0%	.	22%	.	38	.
O=C(c1ccc2c3n(nc2c1)-c1ccc(Cl)cc1CO3)N1CCOCC1
    1%	-1%	-2%	0%	116	18%
